Dyrk1A ADPGlo: rat Dyrk1A kinase inhibitors, primary screen, biochemical, single point, plate reader. inhibition, % at 12.5 µM. 0.43% of 310,000 active. AID 504441, 2011. Dual specificity tyrosine-phosphorylation-regulated kinase 1A (Rattus norvegicus), Q63470. ADP-Glo luminescence, NFATc1 peptide; in the data active = inhibition above about 50%;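 also: plate controls were vehicle with enzyme for no effect and no enzyme for full effect; many of its hits are not listed in these tables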
KCNK3 inh: human KCNK3 channel inhibitors, primary screen, CHO cells, FluxOR thallium flux, B-score. Potassium channel subfamily K member 3 (Homo sapiens), O14649. FluxOR fluorescence; active compounds read low. B-score at 10 µM. 0.84% of 340,000 active;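 active = B-score under library mean minus 4 SD, starting fluorescence ratio at most library mean plus 5 SD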;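 also: more negative B-score means stronger inhibition of thallium flux through KCNK3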
Target sequence (O14649 whole entry, looked up): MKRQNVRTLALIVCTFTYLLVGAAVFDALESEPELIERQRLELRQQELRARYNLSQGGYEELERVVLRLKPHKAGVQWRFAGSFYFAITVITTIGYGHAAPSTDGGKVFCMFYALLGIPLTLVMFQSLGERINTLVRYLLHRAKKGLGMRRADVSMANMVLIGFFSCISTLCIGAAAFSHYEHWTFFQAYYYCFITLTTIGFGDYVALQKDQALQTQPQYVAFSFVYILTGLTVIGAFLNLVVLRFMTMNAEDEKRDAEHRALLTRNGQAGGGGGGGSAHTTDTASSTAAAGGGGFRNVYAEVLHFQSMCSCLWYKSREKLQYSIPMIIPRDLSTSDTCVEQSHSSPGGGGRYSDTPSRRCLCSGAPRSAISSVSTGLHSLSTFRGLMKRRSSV
PolyA inhibitor: polyadenylation inhibitors in yeast reporter cells, primary screen, luminescence, S. cerevisiae; 0.02% of 300,000 active; S. cerevisiae SKY197-pL101 polyadenylation reporter, beta-gal luminescence; efflux-impaired pdr1/pdr3 knockout yeast; score 100 = 6 SD above DMSO; calls only at 12 µM;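 active = lowest replicate activity score at least 50, where 100 means six control SD above control mean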;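 also: yeast exposed to compound for 9 h at 30 °C; higher score means more reporter readthrough which indicates perturbed polyadenylation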
KCNK9 inh: KCNK9 potassium channel inhibitors, primary screen, HEK293 cells, thallium flux. Potassium channel subfamily K member 9 (Homo sapiens), Q9NPC2. FluxOR thallium flux fluorescence; active compounds read low. B-score at 10 µM. 1.2% of 310,000 active;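 active = ratio B-score over 3 SD below the library mean, with starting fluorescence within 5 SD of its mean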;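 also: negative B-score means less thallium flux so channel inhibition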
hERG rescue: hERG rescue from dofetilide block, primary screen, cell-based, CHO-hERG, FluxOR thallium flux, dofetilide IC70. Voltage-gated inwardly rectifying potassium channel KCNH2 (Homo sapiens), Q12809. dofetilide IC70 present. activation (rescue from dofetilide block), less the hit threshold, % at 10 µM. 0.51% of 310,000 active;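 active = activation above the mean of controls blocked by dofetilide plus 5 SD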;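 also: thallium influx through hERG after potassium depolarization seen as dye fluorescence rise; in these data hits start at about 4.7%; inactives centre near -7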
GSK3 alpha inh: blockers of GSK3A enzyme activity – biochemical, luminescence, cell-free homogeneous, HTS, primary screen. GSK-3 alpha kinase, ADP-Glo luminescence, 60 min. 0.1% of 320,000 active. AID 2650, 2010. inhibition, % at 10 µM;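 in the data active = inhibition above about 50%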;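 also: GST-tagged GSK-3 alpha with peptide substrate and 25 µM ATP; 0% = DMSO neutral wells and 100% = GW8510 positive control wells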
RGS4 block: RGS4 inhibitors, primary screen, cell-based, HEK293 M3R inducible RGS4, calcium flux; Fluo-4 calcium flux; active compounds read high; triggered by carbachol at its EC20; Regulator of G-protein signaling 4 (Homo sapiens), P49798; B-score at 10 µM; 0.45% of 310,000 active; AID 463165, 2010;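 active = B-score, a plate-corrected calcium signal, over three deviations above library mean, with baseline fluorescence within five deviations of library mean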;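 also: RGS4 expression induced by doxycycline in cells with stable M3 receptor; B-score is computed from the integrated fluorescence ratio over baseline after carbachol; higher B-score means a larger calcium signal and so more RGS4 inhibition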
Target sequence (P49798 whole entry, looked up): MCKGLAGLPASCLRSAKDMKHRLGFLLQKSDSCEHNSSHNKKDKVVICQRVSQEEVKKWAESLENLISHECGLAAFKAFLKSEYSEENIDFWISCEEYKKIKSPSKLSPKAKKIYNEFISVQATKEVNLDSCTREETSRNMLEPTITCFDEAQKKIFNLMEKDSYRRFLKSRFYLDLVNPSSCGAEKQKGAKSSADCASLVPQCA
RGS4 pot: RGS4 potentiators or activators, primary screen, cell-based, HEK293 M3R inducible RGS4, calcium flux. AID 463111, 2010. B-score at 10 µM. 0.92% of 310,000 active. carbachol calcium flux Fluo4; active compounds read low;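 active = B-score of the integrated calcium signal more than 4 SD below the library mean, with starting fluorescence not abnormally high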;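 also: negative B-score means reduced calcium response which marks RGS4 activation or potentiation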
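Material: Inducible-RGS4 HEK293 cells carrying M3 receptor; also added: carbachol at ECmax as muscarinic agonist stimulus; incubation: compound preincubation 20 min at room temperature before agonist; signal: Fluo4-AM (2 µM) calcium-flux fluorescence, kinetic read; measure: integrated calcium ratio converted to B score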
KCNQ1 block: inhibitors of human KCNQ1 channel, primary screen, cell-based, thallium flux, high-throughput; CHO-K1 KCNQ1, FluxOR thallium flux fluorescence; active compounds read high; B-score at 10 µM; 1.3% of 310,000 active; Potassium voltage-gated channel subfamily KQT member 1 (Homo sapiens), P51787;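 active = compounds whose thallium flux B-score, printed positive for inhibition, exceeds three library SD while starting fluorescence stays within three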;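 also: channel opened by potassium depolarization with thallium stimulus after 20 min compound exposure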
GSK3beta inhib: human GSK3beta kinase inhibitors, primary screen, biochemical, cell-free homogeneous, HTS; 0.038% of 300,000 active; AID 2097, 2009; activity score (negative = inhibition), % at 10 µM; Glycogen synthase kinase-3 beta (Homo sapiens), P49841; GST-GSK3beta kinase, ADP-Glo luminescence, 60 min; active compounds read low;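 active = more than half of replicate wells score below -50%, meaning over 50% inhibition versus plate controls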;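 also: 0% = median DMSO wells and -100% = median GW8510 positive control wells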
Target sequence (P49841 whole entry, looked up): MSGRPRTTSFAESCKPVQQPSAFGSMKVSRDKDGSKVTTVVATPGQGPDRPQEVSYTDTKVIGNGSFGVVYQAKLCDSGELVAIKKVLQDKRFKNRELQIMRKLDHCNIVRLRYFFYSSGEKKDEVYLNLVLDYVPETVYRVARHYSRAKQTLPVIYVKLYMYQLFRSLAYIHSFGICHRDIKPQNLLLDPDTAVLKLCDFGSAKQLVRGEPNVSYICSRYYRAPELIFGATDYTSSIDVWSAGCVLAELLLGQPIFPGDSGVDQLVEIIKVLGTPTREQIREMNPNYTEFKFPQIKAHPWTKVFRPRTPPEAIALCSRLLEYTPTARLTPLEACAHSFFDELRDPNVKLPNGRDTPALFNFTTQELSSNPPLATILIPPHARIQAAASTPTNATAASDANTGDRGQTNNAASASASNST
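Test system – GST-tagged human GSK3beta kinase, cell-free · Incubation – 60 min enzyme reaction, room temperature · Signal – ADP-Glo luminescence · Also added – peptide substrate and ATP at 25 µM · Controls – DMSO neutral wells and GW8510 at 20 µM as positive · Buffer or medium – Tris/MgCl2 kinase buffer · Measure – Luminescence-derived activity versus plate DMSO and GW8510 wells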
KCNQ1 act: potentiators or activators of KCNQ1 channel, primary screen, cell-based, thallium flux, high-throughput. Potassium voltage-gated channel subfamily KQT member 1 (Homo sapiens), P51787. CHO-K1 KCNQ1, thallium flux FluxOR fluorescence; active compounds read high. B-score at 10 µM. 0.35% of 310,000 active. AID 2648, 2010;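 active = fluorescence ratio B-score, a plate-corrected score, at least three library SD, with initial intensity B-score within 5 SD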
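Medium – assay buffer, equal DMSO in all wells · Material – CHO-K1 cell line with stable KCNQ1 potassium channel expression · Signal – kinetic FluxOR thallium fluorescence, 10-s 1-Hz baseline, 110-s post-stimulus read · Compound – single concentration per compound, DMSO matched to controls · Schedule – 37 °C overnight plating, 90-min dark dye load, 20-min compound pretreatment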
* = called active by the depositor; i = inactive; · = no result given. Not all compounds are listed; the hit share may differ from the screen's.

SMILES	Dyrk1A ADPGlo	KCNK3 inh	PolyA inhibitor	KCNK9 inh	hERG rescue	GSK3 alpha inh	RGS4 block	RGS4 pot	KCNQ1 block	GSK3beta inhib	KCNQ1 act
CN(C)S(=O)(=O)c1cccc(-c2nnc(SCCNCCO)n2-c2ccc(F)cc2)c1	0	i	i	i	-18	0	i	i	i	3	i
Cc1ccc2nc(-c3ccc(NC(=O)CSCC(=O)O)cc3)sc2c1	3	i	i	i	-5	7	i	i	i	-1	i
COc1cc(/C=N/NC(=O)c2cc(-c3cccs3)nc3ccccc23)ccc1O	4	i	i	i	-22	0	i	i	i	2	i
COc1ccc(S(=O)(=O)N2CCC(O)(c3ccc(Cl)cc3)CC2)cc1OC	·	i	i	i	-12	-4	i	i	i	1	i
CCOc1ccccc1NC(=O)NCc1ccccn1	0	i	i	i	-12	0	i	i	i	-4	i
CC(=O)Nc1ccc(S(=O)(=O)NCC2CCC(C(=O)NCCC(C)C)CC2)cc1 (stereo not drawn)	-8	i	i	i	-9	0	i	i	i	1	i
COc1ccc2oc(C(=O)OCC(=O)N(Cc3ccccc3)C(C)(C)C)c(C)c2c1	5	i	i	i	-18	-2	i	i	i	-1	i
COc1ccc(-n2ccc(=O)c(C(=O)O)n2)c(OC)c1	0	i	i	i	-3	0	i	i	i	-3	i
COC1=Cc2c(ccc3ccc(=O)oc23)OC1(C)C	1	i	i	i	-17	1	i	i	i	-4	i
O=C(NCC(=O)N1CCN(c2ccccc2F)CC1)c1ccc(Br)o1	-4	i	i	i	-8	0	i	i	i	-2	i

Laid out differently: results already given.
Order of values: Dyrk1A ADPGlo, KCNK3 inh, PolyA inhibitor, KCNK9 inh, hERG rescue, GSK3 alpha inh, RGS4 block, RGS4 pot, KCNQ1 block, GSK3beta inhib, KCNQ1 act
> COC1=Cc2c(ccc3ccc(=O)oc23)OC1(C)C
 : 1, i, i, i, -17, 1, i, i, i, -4, i
> O=C(NCC(=O)N1CCN(c2ccccc2F)CC1)c1ccc(Br)o1
 : -4, i, i, i, -8, 0, i, i, i, -2, i

Other compounds
SMILES	Dyrk1A ADPGlo	KCNK3 inh	PolyA inhibitor	KCNK9 inh	hERG rescue	GSK3 alpha inh	RGS4 block	RGS4 pot	KCNQ1 block	GSK3beta inhib	KCNQ1 act
Nc1c(Cl)cc(Cl)cc1C(=O)OCC(=O)NC1CC1	1	i	i	i	-8	-1	i	i	i	0	i
C=CCS/C(=N\n1cnc2ccccc2c1=O)N1CCCCC1	1	i	i	i	-3	-3	i	i	i	2	i
CN(CC(=O)Nc1ccccc1Cl)C(=O)c1cccc(S(=O)(=O)N2CCN(c3ccc(F)cc3)CC2)c1	8	i	i	i	-8	0	i	i	i	2	i
O=C(C1CCC(CNS(=O)(=O)c2cccc3cccnc23)CC1)N1CCCC1 (stereo not drawn)	-14	i	i	i	-1	-2	i	i	i	7	i
CCOC(=O)C(CC)(CCC(=O)O)c1csc(N)n1 (stereo not drawn)	4	i	i	i	-4	3	i	i	i	-3	i
CC1(c2nnc(Cc3ccccc3)o2)CC(c2ccccc2F)=NO1 (stereo not drawn)	4	i	i	i	-12	-3	i	i	i	2	i
CCOc1ccc(NS(=O)(=O)c2csc(C(N)=O)c2)cc1	1	i	i	i	-4	0	i	i	i	2	i
CCOc1ccc(N=C2SC(C(=O)O)CC(=O)N2C)cc1 (stereo not drawn)	2	i	i	i	-10	-2	i	i	i	2	i
Cc1ccc(C(=O)C2CCN(CC(=O)NC3CCCC3)CC2)cc1	2	i	i	i	-2	-2	i	i	i	3	i
O=C(Cc1ccccc1)NCC(=O)OCc1cccc([N+](=O)[O-])c1	-4	i	i	i	-13	1	i	i	i	2	i
Cc1nn(C(=O)c2ccco2)c(C)c1Sc1ccccc1	4	i	i	i	-5	-1	i	i	i	1	i
OC(COCCOc1ccc(Br)cc1)CN1CCCCC1 (stereo not drawn)	-1	i	i	i	-8	-1	i	i	i	-1	i
O=[N+]([O-])c1ccc(-c2cn3ccccc3n2)cc1	·	i	i	i	-11	3	i	i	i	0	i
O=C(COc1cccnc1[N+](=O)[O-])NCCc1ccc(F)cc1	-3	i	i	i	-14	1	i	i	i	4	i
Cc1ccc2c(c1)C(O)(CC(=O)/C=C/C=C/c1ccccc1)C(=O)N2 (stereo not drawn)	2	i	i	i	-2	1	i	i	i	-1	i
CC(C)CC(COCc1ccc(C(F)(F)F)cc1)N1CCN(C(=O)c2ccc(C(F)(F)F)cc2)CCC1=O (stereo not drawn)	0	i	i	-7.1*	-4	1	i	i	i	1	i
Cc1cccc(-n2c(SCC(=O)NC3CCCC3)nnc2-c2ccoc2C)c1	-6	i	i	i	-7	-1	i	i	i	-2	i
CCc1ccc(OC(=O)c2ccn(CC)n2)cc1	1	i	·	i	2	-1	i	i	i	-2	i
O=C(CCN1CCN(c2ccccc2)CC1)Nc1ccc(Cl)cc1	-3	i	i	i	-4	-2	i	i	i	3	i
O=C(NCCc1ccccc1)c1ccccc1NC(=O)C1CCCO1 (stereo not drawn)	2	i	i	i	-8	-1	i	i	i	-3	i
O=C(c1cc2ccccc2oc1=O)N(Cc1cccc(Br)c1)C1CCS(=O)(=O)C1 (stereo not drawn)	1	i	i	i	-10	0	i	i	i	1	i
COc1ccc(N2CCN(C(=O)CSc3nc4cc(OC)c(OC)cc4cc3C#N)CC2)cc1	-1	i	i	i	-7	-1	i	i	i	-2	i
Cc1cc(N2CCOCC2)nc2ccc(NC(=O)CCC(=O)N3CCN(c4ccccc4)CC3)cc12	2	i	i	i	-9	-1	i	i	i	-3	i
Cc1ccc2nc(NC(=O)CCn3cccc3)sc2c1	10	i	i	i	-19	0	i	i	i	0	i
O=C(CCOc1ccccc1)Nc1ccccc1F	-2	i	i	i	-3	1	i	i	i	0	i
CC(=O)Nc1ccc(S(=O)(=O)N(C)CC(=O)OCCOc2cccc(C)c2)cc1	-8	i	i	i	-18	-4	i	i	i	1	i
O=C(N/N=C/C(Cl)=C/c1ccc([N+](=O)[O-])cc1)C(=O)Nc1ccccc1C(=O)O	-4	i	i	i	-11	3	i	i	i	1	i
O=C(Nc1ccccn1)C1CCN(S(=O)(=O)c2cccs2)CC1	-2	i	i	i	-5	2	i	i	i	0	i
Cc1nn(Cc2ccccc2Cl)c(C)c1C(=O)NCC(c1cccs1)N1CCOCC1 (stereo not drawn)	·	i	i	i	-8	-1	i	i	i	3	i
COc1ccccc1C(=O)Nc1cccc(C(=O)c2ccccc2)c1	20	i	i	i	-5	-2	i	i	i	-1	i
CC(=O)c1coc2ccc(OCCN3CCCCC3)cc12	-2	i	i	i	-6	13	i	i	i	-2	i
O=C(Oc1ccc(/C=N/NC(=O)c2ccccn2)cc1)c1cccc(Br)c1	0	i	i	i	-3	-2	i	i	i	-1	i
Cc1c(NC(=O)CCC(=O)N2CCOCC2)c(=O)n(-c2ccccc2)n1C	2	i	i	i	-3	0	i	i	i	0	i
CCOc1ccc(NC(=O)CN(C)C(=O)CSCc2cccc(C)c2)cc1OCC	9	i	i	i	-13	-2	i	i	i	1	i
CCC(=NCCc1ccccc1)C1=C(O)CCC1=O	-4	i	i	i	-11	4	i	i	i	2	i
COc1ccc(N2Cc3ccccc3C2=NC(=O)c2cncc(Br)c2)cc1	-1	i	i	i	-22	-2	i	i	i	0	i
N#Cc1ccc(C2=NC(C(F)(F)F)(C(F)(F)F)c3c(n(Cc4ccco4)c(=O)[nH]c3=O)N2)cc1	-1	i	i	i	-17	-1	6.1*	i	7*	1	i
Cc1ccc(C(=O)/C=C/c2cc(Br)cc(Br)c2O)o1	8	i	i	i	-12	-1	i	i	i	-1	i
CC(C)NC(=O)C(=O)NCCCN1CCOCC1	-1	i	i	i	-12	2	i	i	i	0	i
Cc1cc2cc(C)c3nnc(SCC(=O)N4CCCc5ccccc54)n3c2cc1C	·	·	i	i	-11	1	i	i	i	1	i
CC(=O)c1ccc(S(=O)(=O)N2CCN(CC#N)CC2)cc1	-4	i	i	i	-8	0	i	i	i	0	i
O=C(NCCCc1ccccc1)c1c(O)nc2sccn2c1=O	0	i	i	i	-7	0	i	i	i	0	i
COc1ccc(OCCNC(=O)c2ccccc2OCC(=O)N2CCCCC2)cc1	4	i	i	i	-9	1	i	i	i	-22	i
CCOC(=O)CCc1c(C)c2c(C)nn(-c3ccccc3)c2[nH]c1=O	1	i	i	i	-13	-2	i	i	i	-1	i
N=c1c(C(=O)NCCN2CCOCC2)cc2c(=O)n3ccccc3nc2n1CCc1ccccc1	0	i	i	i	-7	0	i	i	i	2	i
O=C(Nc1ccc(Cl)cc1C(=O)NCCN1CCOCC1)c1ccc(Cl)cc1Cl	1	i	i	i	-15	-1	i	i	i	-1	i
Cc1ccc(NC(=O)CSCC(=O)NCCc2ccccn2)c(C)c1	-5	i	i	i	-12	-2	i	i	i	0	i

Source: PubChem
